Cav32 inh = inhibitors of human Cav3.2 T-type calcium channel; Cav3.2-expressing cells, Fluo-4 calcium fluorescence FDSS; hits give low values; hit rate 4% among 100,000; B-score at 10 µM;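 active = single-dose well whose peak fluorescence ratio is a statistical outlier from its plate by either plate-standardised score or position-corrected B-score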
Numbers without * were called inactive. Not all compounds are listed; the hit share may differ from the screen's.

no.	SMILES	Cav32 inh
1	COc1cccc(CNc2ccc(S(=O)(=O)Nc3nccs3)cc2)c1O	-0.88
2	COCCCN(C(=O)Nc1ccc(C)c(C)c1)C(C)c1ccccn1 (stereo not given)	-0.42
3	C=CCn1c(SCC(=O)c2ccc(O)c(O)c2)nnc1-c1ccccc1OC	2.1
4	Cc1ccc(S(=O)(=O)c2ccc(Oc3cccc(C)c3)cc2)cc1	-2.1
5	CCOC(=O)C1=C(O)/C(=C/c2cn(CC(=O)N3CCCC3)c3ccccc23)SC1=Nc1ccccc1	0.52
6	CCC(=O)NC(=S)Nc1cccc(C(C)=O)c1	0.25
7	COc1cccc(-c2csc(N3CCN(C(=O)NC45CC6CC(CC(C6)C4)C5)CC3)n2)c1	-3.3*
8	CCOC(=O)c1cnn(-c2ccccc2)c1NC(=O)c1ccc(C)cc1	0.011
9	O=C(CSc1nnc(-c2cccs2)n1-c1ccccc1)NCc1ccc2c(c1)OCO2	-0.99
10	CCOc1ccc(Cl)cc1S(=O)(=O)N1CCN(c2ccc(F)cc2)CC1	-3.7*
11	O=C(Cn1nnc2ccccc21)OCC(=O)c1ccccc1	-0.25
12	CC1CCCN(c2nc3c(c(=O)[nH]c(=O)n3C)n2CCCc2ccccc2)C1 (stereo not given)	-5.6*
13	CCOC(=O)C1=C(CSc2nc(CC)c(C)cc2C#N)OC(N)=C(C#N)C1c1ccc(OC)cc1 (stereo not given)	-8.4*
14	CCN(CC)S(=O)(=O)c1ccc2nc(CSc3nnnn3-c3ccc(O)cc3)[nH]c2c1	-2.2
15	COC(=O)NNC(=O)C(C)Oc1ccc(Cl)cc1Cl (stereo not given)	-0.012
16	Cc1noc(C)c1C(=O)Nc1ccccc1-c1ccccc1	0.93
17	Fc1ccc(CN2CCN(c3ncccn3)CC2)cc1	1
18	Cc1ccc2c(c1)CCCN2C(=O)c1ccncc1	-0.092
19	CSCC[C@H](NC(=O)CC(C)(C)C)c1nc2ccccc2[nH]1	-0.038
20	COc1ccc(C)cc1S(=O)(=O)N(C)CC(=O)NCc1ccco1	0.33
21	O=C(Nc1ccc(S(=O)(=O)NC2CCCC2)cc1)c1cnccn1	-0.091
22	COc1ccc(Cn2nnnc2C(c2cc3cccc(C)c3[nH]c2=O)N2CCOCC2)cc1 (stereo not given)	2.7
23	CC1(C)CNC(=O)CC(C)(C)N1O	-0.23
24	O=C(Nc1ccccc1)c1ccc(S(=O)(=O)N2CCOCC2)cc1	0.51
25	O=C(Nc1cnn(Cc2ccccc2)c1)c1cc2nc(-c3ccco3)cc(C(F)(F)F)n2n1	-0.82

(list continues)
no.	SMILES	Cav32 inh
26	COc1ccc(-c2csc(NC(=O)C3COc4ccccc4O3)n2)cc1OC (stereo not given)	-2.3
27	CCOC(=O)c1cnc(SCC(=O)Nc2nc(C)c(C)s2)nc1N	-1.1
28	Cc1c(-c2c(C#N)c(N)nc3c2CCCCCC3)cnn1C	1.2
29	O=C(COc1ccccc1)Nc1ccc2c(c1)nc1n2CCOC1	0.58
30	CN=c1scc(C)n1/N=C/c1ccc(O)c(O)c1O	0.37
31	CCO[C@H]1OC(C(=O)NCc2ccccc2)=C[C@@H](C2CC2)[C@@H]1CCCO	-0.26
32	C=CCN(CC=C)Cc1c(O)ccc2c1oc(=O)c1ccccc12	0.17
33	c1csc(CNc2ncnc3sccc23)c1	0.78
34	Clc1cccc(Cl)c1C1=NOC(c2nnc(-c3ccccc3)o2)C1 (stereo not given)	-1.5
35	Nc1nc2n(n1)C(c1ccccc1)CC(c1ccc(F)cc1)N2 (stereo not given)	-0.17
36	COc1ccc(-c2nnc(SCC(=O)Nc3cc(C)on3)n2N)cc1OC	0.45
37	Cc1cccc(NS(=O)(=O)c2ccc(C)c(C(=O)OCC(=O)Nc3cc(C)on3)c2)c1	-4.1
38	Cc1ccc(/C=N/NC(=O)Cn2nccc2C)o1	0.14
39	CN(C)CCN1C(=O)C(=O)/C(=C(/O)c2ccc(F)cc2)C1c1ccccc1 (stereo not given)	0.54
40	O=C(O)c1cc([N+](=O)[O-])ccc1NCCCc1ccccc1	-2.9
41	CC(C)COP(=O)(c1ccc(N(C)C)cc1)C(O)c1ccccn1 (stereo not given)	0.44
42	COc1ccc(C2/C=C\CN(C(=O)Nc3ccc(C(F)(F)F)cc3)CC(=O)N2Cc2ccc(F)cc2)cc1 (stereo not given)	-3.2
43	CC(C)(C)c1n[nH]c(=S)n(N)c1=O	-2.3
44	O=C(NCc1ccccc1)c1cccc(OCC(=O)N2CCN(C(=O)c3ccco3)CC2)c1	0.3
45	CC(CCc1ccccc1)NC(=O)c1cccs1 (stereo not given)	0.16
46	C=CCn1c(CNC(=O)c2ccco2)nnc1SCC(=O)N1c2ccccc2Sc2ccccc21	-3
47	CCC(CC)c1nc2cc(OC)c(OC)cc2c(=O)o1	0.95
48	CC(NC(=O)Cn1nnc(-c2ccncc2)n1)c1ccccc1 (stereo not given)	1
49	COc1ccc(C(CNC(=O)c2ccccc2C)N2CCCC2)cc1 (stereo not given)	-0.014
50	COC(=O)/C=C1\S/C(=N/NC(=O)c2ccccc2)NC1=O	0.25

Part of the list above in order of formula weight, ascending:
no.	SMILES	Cav32 inh
43	CC(C)(C)c1n[nH]c(=S)n(N)c1=O	-2.3
46	C=CCn1c(CNC(=O)c2ccco2)nnc1SCC(=O)N1c2ccccc2Sc2ccccc21	-3
42	COc1ccc(C2/C=C\CN(C(=O)Nc3ccc(C(F)(F)F)cc3)CC(=O)N2Cc2ccc(F)cc2)cc1 (stereo not given)	-3.2

(listing goes on)
no.	SMILES	Cav32 inh
51	CCCOc1ccc(N2C(=O)CC(NCc3ccncc3)C2=O)cc1 (stereo not given)	0.16
52	CCNc1nc(CN2CCOCC2)nc2sc3c(c12)CCC3	0.5
53	CCOC(=O)Cn1c(=O)oc2cc(S(=O)(=O)NCc3cccs3)ccc21	0.41
54	CC1CN(Cc2nc3c(c(=O)n(C)c(=O)n3C)n2CCCO)CC(C)O1 (stereo not given)	-0.00037
55	O=C(Cc1cccs1)N(c1ccccc1)C1C=CS(=O)(=O)C1 (stereo not given)	0.061
56	NS(=O)(=O)c1ccc(NC(=O)COC(=O)CCNC(=O)NC23CC4CC(CC(C4)C2)C3)cc1	-0.16
57	Cc1cccc(C)c1NC(=O)C1(NC(=O)c2cnccn2)CCCCC1	0.2
58	COc1cc(OC)cc(C(=O)N2CCN(C(=O)COc3ccc4ccccc4c3)CC2)c1	-0.053
59	N#Cc1ccc(C23CC4(C2)[C@H](CN(Cc2ccc(C(F)(F)F)cc2)[C@@H]4c2ccccc2)C3c2ccc(C(F)(F)F)cc2)cc1 (stereo not given in full)	-0.51
60	CN=C1SC(CC(=O)Nc2cccc(Cl)c2Cl)C(=O)N1C (stereo not given)	-0.82
61	Cc1ccn2c(C(=O)CSc3ccc(Cl)cc3Cl)c(C)nc2c1	-0.24
62	CCCCOC(=O)NCN1C(=O)C2C3C=CC(C3)C2C1=O (stereo not given)	0.013
63	O=C(Nc1ccc(N2CCCCC2)c(Cl)c1)c1ncn[nH]1	-0.18
64	COc1cc(OC)cc(C(=O)N2CCN(C(=O)c3cccc(F)c3)CC2)c1	0.35
65	CC(=O)c1cccc(N(C(=O)c2cnccn2)C(C(=O)NCc2ccccc2)c2ccco2)c1 (stereo not given)	0.088
66	CCc1c(O)nc(SCC(=O)Nc2ccc3c(c2)CCC3)[nH]c1=O	-0.073
67	O=C(OCc1ccc(Cl)cc1)c1cnccn1	1.3
68	COc1ccc(C(=O)Nc2nc3cc(OC)c(OC)cc3c(=O)[nH]2)cc1	0.34
69	CCCCN(N=Nc1nonc1OC)c1nonc1OC	-3.6
70	CCOc1ccccc1N(C(=O)CNS(=O)(=O)c1ccccc1)C(CC)C(=O)NCc1ccco1 (stereo not given)	0.13
71	O=C(c1cccnc1)N1CCCc2ccccc21	1.2
72	C/C(=C\C1CCCCC1)C(NC(=O)c1ccc(C(F)(F)F)cc1)c1ccc(-c2ccccc2)cc1 (stereo not given)	-0.12
73	CCOc1ccc(N(CCC#N)S(=O)(=O)c2ccc(OC)cc2)cc1	-1.9
74	O=C(CN1CCN(c2ncc(C(F)(F)F)cc2Cl)CC1)NC(=O)NCc1ccccc1	0.54
75	Cc1[nH]nc(-c2ccc(OCc3cnn(-c4ccccc4)c3)cc2O)c1Oc1ccccc1F	-0.026

Some of the entries so far, as labelled records:
58) COc1cc(OC)cc(C(=O)N2CCN(C(=O)COc3ccc4ccccc4c3)CC2)c1
  Cav32 inh = -0.053

59) N#Cc1ccc(C23CC4(C2)[C@H](CN(Cc2ccc(C(F)(F)F)cc2)[C@@H]4c2ccccc2)C3c2ccc(C(F)(F)F)cc2)cc1 (stereo not given in full)
  Cav32 inh = -0.51

60) CN=C1SC(CC(=O)Nc2cccc(Cl)c2Cl)C(=O)N1C (stereo not given)
  Cav32 inh = -0.82

61) Cc1ccn2c(C(=O)CSc3ccc(Cl)cc3Cl)c(C)nc2c1
  Cav32 inh = -0.24

Single entries from the results shown:
Cav32 inh result of `CCCCOC(=O)NCN1C(=O)C2C3C=CC(C3)C2C1=O` (stereo not given) → 0.013
Cav32 inh result of `CCOc1ccc(N(CCC#N)S(=O)(=O)c2ccc(OC)cc2)cc1` → -1.9

(continued)
no.	SMILES	Cav32 inh
76	CNC(=O)CCSc1ccc(C)cc1	0.24
77	N=C1SCC(=O)N1c1nc(-c2ccccc2)cs1	0.34
78	C#Cc1ccc([C@H]2C=C(C(=O)O)O[C@@H](OCCCCO)C2)cc1	-0.35
79	O=c1c2[nH]c3ccccc3c2ncn1Cc1ccncc1	0.55
80	C=CC1=C2C=C(C3CC3)N(C3CC3)C=C2C(=O)C(C)(OC(=O)c2ccco2)C1=O (stereo not given)	0.043
81	COC(=O)c1ccccc1NC(=O)NCc1cccnc1	-0.37
82	COCCNC(=O)CN(c1ccc(C)cc1)S(=O)(=O)c1ccccc1	0.56
83	O=C(Nc1nnc(C2CCCC2)s1)C1CCC1	-0.0044
84	Cc1c2cc(O)c(=O)cc-2oc2cc(O)c(O)cc12	-3.9*
85	Oc1ccccc1Cn1c(-c2ccccc2O)nc2ccccc21	-2.8
86	c1ccc(Oc2cccc(CN3CCOCC3)c2)cc1	-0.015
87	N#Cc1cccc(-n2nnnc2-c2ccc3c(c2)OCO3)c1	0.56
88	CCn1c(=NC(=O)c2ccc(S(=O)(=O)N3CCOCC3)cc2)sc2cccc(OC)c21	-0.99
89	O=C1N=C(c2ccccc2)S/C1=C\c1cccs1	-0.4
90	C/C(CCc1ccc2c(c1)OCO2)=N\N=C(/N)SC1CC(=O)N(c2ccc(Cl)cc2)C1=O (stereo not given)	-4.1*
91	CCc1ccc(CN(C)CCc2ccccn2)cc1	0.36
92	Brc1ccc2[nH]ncc2c1	0.74
93	CCOc1ccc(C(CCc2ccccc2)NC(=O)c2ccccc2OC)cc1OCC (stereo not given)	-1.5
94	CCOC(=O)N1CCN(C(=O)CCc2ccc(S(=O)(=O)NCCc3ccccc3)cc2)CC1	0.49
95	CCN1CCN(Cc2ccc(NC(=O)c3cc(NC(=O)c4nccnc4N)cc(OC)c3)cc2C(F)(F)F)CC1	-0.05
96	C=CCSc1nc(-c2ccccc2)c2cc(Cl)ccc2n1	-0.011
97	CC(=O)c1cn(CC(=O)NCC2CCCO2)c2ccccc12 (stereo not given)	0.61
98	COc1cccc(Cn2cnc3c(NS(=O)(=O)c4cccc(Cl)c4Cl)c(C)c(C)cc32)c1	-5.4*
99	CCC(=O)NCCc1nc2ccccc2n1CC	0.025
100	O=C(CN1CCN(Cc2ccccc2)C1=O)NCc1cccs1	-0.42

Continued.
no.	SMILES	Cav32 inh
101	COc1ccc(CCNC(=O)C2(C)CCC(=O)N2CCC(C)C)cc1OC (stereo not given)	0.41
102	CCCN1CCN(C(=O)C2CCN(S(=O)(=O)c3ccc4c(c3)oc(=O)n4C)CC2)CC1	0.18
103	CCOC(=O)NC1(C(F)(F)F)C(=O)NC(C)=C1C#N (stereo not given)	0.037
104	COC(=O)CSc1nnc2c3c4c(sc3nc(-n3nc(C)cc3C)n12)COC(C)(C)C4	0.75
105	COc1cccc(OC)c1OCCCSc1nc(C)cc(=O)[nH]1	0.49
106	COc1cccc(NS(=O)(=O)c2c(C)cc(C)cc2C)c1	-1.8
107	Cc1c(NC(=O)CN2CC(C)OC(C)C2)c(=O)n(-c2ccccc2)n1C (stereo not given)	0.49
108	CCOCCCNC(=O)C(c1ccc(Cl)cc1)N1CCN(C(=O)c2ccco2)CC1 (stereo not given)	0.25
109	CN(C(=O)CSc1nnnn1-c1ccccc1)C1CCCCC1	-1.3
110	CCCCNC(=S)NCCN1CCCCC1	-0.078
111	COc1c(Cl)cc(-c2noc(C)c2C(=O)NC(C)C)cc1Cl	-0.13
112	CCOC(=O)CC1C(=O)NCCN1C(=O)Nc1ccccc1 (stereo not given)	-0.1
113	CON(C)c1nc(C2CCCCC2)c2cc(C)ccc2n1	0.13
114	CCc1ccccc1NC(=O)NC1CC2CCC(C1)N2Cc1cccs1 (stereo not given)	-1.7
115	N#Cc1c(N)nc2c(c1-c1ccncc1)CCCC2	0.99
116	CC1(C)C(O)=C(c2nc3ccccc3[nH]2)C(=N)N1c1ccccc1	1
117	COCCn1c(-c2ccc(OC)cc2)cnc1N	1.1
118	COc1ccc(CN2C(=O)c3ccccc3C(/C=N\OCc3ccc(C)cc3)C2=O)cc1 (stereo not given)	0.42
119	COc1cc(/C=N/n2cnnc2)ccc1OC(=O)c1cccnc1	0.11
120	CCOC(=O)CNC(=O)CSc1nc2nc(C)c(Br)cc2[nH]1	1.2
121	O=c1[nH]c2ccccc2c2nc3ccccn3c12	0.9
122	C[n+]1cnn2c1SCC1(COC1)C2	0.83
123	O=C1CN(C(=O)CN2CCCC2)C(c2ccccc2)c2cc(Br)ccc2N1 (stereo not given)	1.7
124	CCCCCCN1Cc2ccccc2C1	0.2
125	O=S(=O)(c1ccc(Cl)cc1)N1CCn2c1nc1ccccc12	0.13

(continued)
no.	SMILES	Cav32 inh
126	CCc1cc2c(=O)c(-n3cnc4ccccc43)coc2cc1O	1.2
127	CC1CCN(c2c([N+](=O)[O-])nn(-c3ccc4c(c3)OCCO4)[n+]2[O-])CC1	-1.5
128	CC(=O)c1c(C)[nH]c(C(=O)NCc2ccccn2)c1C	0.63
129	Cc1ccc2c(c1)C(c1ccc(N3CCOCC3)cc1)=NNC(c1cccs1)=N2	-3.8
130	Cc1cc(OCC(=O)NCCO)ccc1Cl	0.41

Screening results deposited in PubChem by Vanderbilt High Throughput Screening Facility.
